HT1080 IDH1KD tx = qHTS for induction of synthetic lethality in tumor cells producing 2HG: qHTS for the HT-1080-IDH1KD cell line. HT-1080 IDH1 knockdown viability, ATP luminescence, 48 h. 360,000 tested, 2% active. Potency, µM (doses to about 46.1 µM), without a hit: at the highest dose activity, negative = toxicity, actives largely listed as cytotoxic;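 further: 0% = DMSO wells and -100% = cell-free medium wells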
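Knockdown cells (IDH1KD HT-1080) received compounds 2 h after plating at 750 cells/well and were kept 48 h at 37 °C in 5% FBS RPMI. A CellTiter-Glo luminescence read gave % activity for curve fitting.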
KB-V1 MDR tox = qHTS assay for MDR1-selective chemotherapeutics: Primary screen using the drug-selected MDR subline cells KB-V1; Potency, µM (titrated, usually from 46.1 µM), for the others: top-dose activity change, negative = cytotoxicity, hits mostly cytotoxic; KB-V1 MDR cells viability, CellTiter-Glo, 72 h; AID 1347076, 2019; 400,000 tested, 3.4% active; further: on the % scale 0 is the no-effect control and ±100 the full control effect; nearly all actives have a fitted effect of over 60% in size
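KB-V1 MDR subline cells in DMEM (phenol-red free, 10% FBS) exposed to compounds in qHTS concentration series for 72 h at 37 degrees C. Viability read by CellTiter-Glo luminescence; concentration-effect curves fitted after normalization and correction.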
GLP1R inv ag = qHTS of GLP-1 Receptor Inverse Agonists (Inhibition Mode) | HEK293 GLP-1R CRE-luciferase, luminescence, 24 h; GLP-1R form is constitutively active | 410,000 tested, 1.6% active | Potency, µM (doses to about 38.3 µM), for the others: at the top dose activity change, negative = inhibition, usual class: inhibitors | Glucagon-like peptide 1 receptor (Homo sapiens), P43220 | AID 624417, 2012; further: on the % scale 0 is the no-effect control and ±100 the full control effect; nearly all actives have a fitted effect of over 55% in size
Target sequence (P43220 whole entry, looked up): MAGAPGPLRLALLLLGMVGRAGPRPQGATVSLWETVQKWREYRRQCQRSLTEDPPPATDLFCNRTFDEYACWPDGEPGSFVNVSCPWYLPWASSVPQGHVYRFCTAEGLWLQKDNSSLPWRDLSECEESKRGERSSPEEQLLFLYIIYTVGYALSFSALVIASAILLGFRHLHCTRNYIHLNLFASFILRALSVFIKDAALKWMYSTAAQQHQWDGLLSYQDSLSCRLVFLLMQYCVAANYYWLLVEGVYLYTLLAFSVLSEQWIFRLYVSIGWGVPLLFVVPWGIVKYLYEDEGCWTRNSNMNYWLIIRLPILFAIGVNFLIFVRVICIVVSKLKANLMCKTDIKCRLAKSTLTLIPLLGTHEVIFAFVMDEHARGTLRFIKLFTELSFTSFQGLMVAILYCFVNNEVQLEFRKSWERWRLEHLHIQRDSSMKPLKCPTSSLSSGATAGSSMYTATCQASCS
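Assay principle: reduced luminescence from a cAMP-responsive reporter in HEK293 cells co-expressing a constitutively active GLP-1R. Conditions: 24 hr compound incubation, 37 deg C, 5% CO2.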
GLP1R cytotox = qHTS of GLP-1 Receptor Inverse Agonists: Cytotox Screen | HEK293 cAMP-luciferase reporter cells, luminescence, 24 h | Potency, µM (titrated, usually from 38.3 µM), for inactives: at the top dose activity change, negative = inhibition, usual class: inhibitors | 410,000 tested, 0.13% active | AID 624418, 2012;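 further: loss of luciferase light is scored as toxicity; on the % scale 0 is the no-effect control and ±100 the full control effect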
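Seeding density was 200 cells/uL; after overnight-length (12 h) culture, 23 nL compounds went on for 24 h at 37 °C. Readout used a luciferase detection reagent, luminescence taken after 12 min at room temperature.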
HT1080NT lethal = qHTS for induction of synthetic lethality in tumor cells producing 2HG: qHTS for the HT-1080-NT fibrosarcoma cell line | HT-1080-NT fibrosarcoma viability, CellTiter-Glo ATP luminescence, 48 h | Potency, µM (top dose mostly 46.1 µM), for the others: at the top dose activity, negative = less viability, actives largely listed as cytotoxic | 360,000 tested, 1.6% active;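 further: NT is the 2HG producing partner of a matched IDH1 knockdown line; 0% = DMSO-treated cells and -100% = media-only wells without cells; nearly all actives have a fitted effect of over 55% in size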
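Fibrosarcoma NT cells, 750 per well in 5% FBS RPMI, were exposed to compound for 48 hours. Viability: CellTiter-Glo luminescence.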
KB-3-1 tox = qHTS assay for MDR1-selective chemotherapeutics: Primary screen using the parental adenocarcinoma cell KB-3-1; 400,000 tested, 1.4% active; AID 1347075, 2019; Potency, µM (series often up to 46.1 µM), for inactives: at the top dose activity change, negative = cytotoxic, usual class: cytotoxic; KB-3-1 viability, CellTiter-Glo ATP luminescence, 72 h; further: on the % scale 0 is the no-effect control and ±100 the full control effect; nearly all actives have a fitted effect of over 60% in size
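Luminescent ATP read-out (CellTiter-Glo) measures survival of drug-naive KB-3-1 cells after 72 h compound exposure at 37 °C. Titration series was screened from lowest to highest concentration, with DMSO vehicle plates as background controls.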
GLP-1R agonist = qHTS of GLP-1 Receptor Agonists | Glucagon-like peptide 1 receptor (Homo sapiens), P43220 | HEK293 GLP-1R CRE-luciferase, luminescence, 4-6 h; cells express a hypersensitive GLP-1R form | Potency, µM (titrated, usually from 45.6 µM), without a hit: at the highest dose activation, hits mostly activators | 380,000 tested, 0.007% active | AID 624172, 2012; further: % of control where 0% means no effect
SW480 rereplic = A quantitative high throughput screen for small molecules that induce DNA re-replication in SW480 colon adenocarcinoma cells | SW480 DNA re-replication, Hoechst DNA content imaging, 48 h | Potency, µM (highest dose often 46.1 µM), inactives show at the top dose re-replication activation, usual class: activators | 340,000 tested, 1.8% active; further: % of control where 0% means no effect; nearly all actives have a fitted effect of over 55% in size
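Readout is total intensity of Hoechst-stained nuclei, excited at 405 nm and collected at 500-530 nm. Compound treatment lasted 48 hr at 37 C in 5% CO2 before staining.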
TDP43 rescue = qHTS of TDP-43 Inhibitors | Potency, µM (top dose mostly 46.1 µM), for the others: top-dose growth rescue (activation), hits mostly activators | TDP-43 expressing yeast growth rescue, BacTiter-Glo, 24 h | 410,000 tested, 1.8% active; further: % of control where 0% means no effect; nearly all actives have a fitted effect of over 50% in size
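Luminescence from BacTiter-Glo reports growth of TDP-43-expressing yeast after 24 hr at 30 deg C with compound. Cells were raffinose-pregrown to mid-log, then seeded in galactose medium at OD600=0.02.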
Starred values were filed as active, the others as inactive; u = inconclusive; x = no result given; & = joins results of further samples; [ ] = another dose, or the depositor's remark. The call rests on the fitted dose curve; in most records, active means well fitted curve in the direction sought with a large enough effect; inconclusive means small, poorly fitted or top-dose-only effect, or another doubt; inactive means no such curve, though single readings can be large; an effect the other way counts as inactive or inconclusive. Potency means the concentration at half of the fitted maximal effect.

SMILES	HT1080 IDH1KD tx	KB-V1 MDR tox	GLP1R inv ag	GLP1R cytotox	HT1080NT lethal	KB-3-1 tox	GLP-1R agonist	SW480 rereplic	TDP43 rescue
CCOC(=O)N1CCC(N2C(=O)c3ccc(C(=O)NCCOC)cc3C2=O)CC1	28%	0%	0%	u	29%	-1%	2%	-16%	10%
O=c1sc2ccccc2n1Cc1ccccc1	0%	-7%	u	-12%	1%	-4%	6%	-8%	-9%[0.397 µM]
C=CCn1c(=O)c2c(nc3n2CCS3)n(C)c1=O	-3%	9%	7%	-7%	0%	0%	2%	-9%	-8%
O=C(c1ccc(F)cc1)N1CCN(S(=O)(=O)c2ccc3c(c2)OCCO3)CC1	-4%	u	12%	3%	1%	-5%	6%	x	9%
CCc1c(C)nc(SCc2cccnc2)[nH]c1=O	4%	-13%	21%	-14%	3%	-1%	7%	4%	18%
CCc1nn(CC(=O)N2CCN(c3ccc(F)cc3)CC2)c(=O)c2cc3occc3n12	7%	-12%	-10%	5%	-1%	-4%	-1%	3%	10%
O=C(NCCc1ccccc1)C1CCC(CNc2nc(=S)[nH]c3ccccc23)CC1 (centres undefined)	3%	u	16%	-2%	5%	u	3%	-3%	14%[9.22 µM]
COc1cc(CN2CCCCCC2)cc([N+](=O)[O-])c1O	2%	8%	3%	-18%	0%	0%	-4%	0%	-1%
C/C(=N\NC(=O)CNc1ccccc1Cl)C(C)(C)C	-11%	-6%	2%	6%	0%	11%	-9%	-15%	27%
O=C(Nn1c(C2CCCCC2)nc2ccccc2c1=O)c1cc(Cl)ccc1[N+](=O)[O-]	17%	-18%	-9%	1%	26%	13%	-1%	2%	-4%
Cc1ccc(Cn2nc3c4cc(F)ccc4n(Cc4ccc(F)cc4)cc-3c2=O)cc1	12%	-6%	-1%	16%	9%	2%	-3%	-11%	2%
COc1cccc(NC(=O)COC(=O)c2c(C)noc2C)c1	8%	1%	15%	13%	-7%	0%	-2%	-7%	-11%
Cc1ccc(CSC2=NCCN2C(=O)C2CC2)cc1	8%	0%	14%	-12%	14%	0%	-1%	2%	-9%
CCOC(=O)c1ccc(NC(=O)c2cccc(S(=O)(=O)N3CCOCC3)c2)cc1	-29%	23µM*	u	-25%	-29%	0%	-16%	-3%	9%
COc1cc(-c2nnc(SCc3ccccc3Cl)o2)cc(OC)c1OC	10%	2.3µM*	-9%	4%	4%	-6%	u	-4%	u
O=C(c1cccs1)N(Cc1cccnc1)c1nc2c(F)cc(F)cc2s1	x	u	4%	2%	x	0%	x	x	12%
O=C(/C=C/c1ccccc1)Nc1cccc(C(=O)N2CCCC2)c1	4%	5%	15%	-6%	-1%	7%	-1%	0%	11%
O=C(Nc1ccccc1)C1=C[C@H](c2ccc(C(F)(F)F)cc2)C[C@H](OCc2ccc(CO)cc2)O1	-15%	0%	u	0%	u	-15%	13%	1%	u
CCc1ccc(-n2nc3cc(C)c(NC(=O)c4cc(Cl)ccc4OC)cc3n2)cc1	x	4%	1%	-2%	x	0%	x	x	-20%
CNC(=O)c1sccc1SCc1c(Cl)cccc1Cl	-19%	u	u	-8%	-4%	u	10%	-16%	u
CC(=O)Nc1ccc(S(=O)(=O)N2CCC(Oc3ccc(-n4cnnn4)cc3)CC2)cc1	3%	0%	20%&15%	2%&-10%	3%	u	0%	17%	15%&9%
COc1ccc(CN(C)C[C@@H]2OCc3cnnn3CCCC(=O)N([C@@H](C)CO)C[C@H]2C)cc1	-2%	-14%	-1%	-27%	2%	1%	2%	x	-1%
CCCCN(C(=S)NC(=O)c1ccccc1)c1c(N)n(Cc2ccccc2)c(=O)[nH]c1=O	-5%	-3%	3%	9%	-2%	1%	2%	-2%	14%
CCC(=O)N1CCc2cc(Br)cc(S(=O)(=O)N3CCN(c4cc(C)ccc4C)CC3)c21	x	0%	15%	-7%	x	13%	-1%	x	u
COc1ccc(NC(=O)CC2C(=O)N(c3cccc(OC)c3)C(=O)N2Cc2ccco2)cc1 (centres undefined)	12%	13%	2%	-4%	0%	u	0%	1%	0%
CCCNC(=O)NC(=O)CN1C(=O)NC(C)(c2ccc3ccccc3c2)C1=O (centres undefined)	-20%	-2%	u	-1%	-6%	-4%	9%	-7%	-17%
CCOc1ccc(C(=O)NCC(=O)NCCOc2ccc(C)cc2)cc1	-4%	21%	-27%	-8%	5%	-6%	9%	-3%	10%
O=S(=O)([O-])CCC[n+]1ccc(Oc2ccccc2)cc1	13%	23%	1%	0%	7%	2%	-1%	-1%	10%
Cc1cc(C)c2c(n1)SCC(=O)N2CC(=O)Nc1cccc(C)c1C	x	9%	-10%	0%	x	24%	x	x	1%
O=C(Nc1nccs1)c1ccc(S(=O)(=O)NCc2cccs2)cc1	-13%	18µM*	7%	-1%	u	4%	-1%	28%	-13%
Oc1ccc(-c2nccc(-c3ccc(Br)cc3)n2)cc1	0%	u	u	-13%	1%	0%	21%	7%	10%
COc1ccc(S(=O)(=O)N2CCCCCC2)cc1C(=O)NCCc1ccccc1	-7%	-5%	u	12%	-10%	-3%	5%	-10%	u
COc1ccc(-c2cc(C(=O)OCC(=O)c3ccc(C)cc3)c3cccc(Cl)c3n2)cc1	x	18%	4%	12%	x	1%	x	x	11%
COC(=O)c1c(-c2cccc3ccccc23)csc1NC(=O)Cc1ccc(OC)c(OC)c1	u	0%	u	-16%	-24%	u	-11%	u	-19%
O=C(NC1CCCCC1)c1ccc(CS(=O)(=O)Cc2ccccc2F)o1	1%	-11%	-29%	9%	0%	2%	-2%	-4%	-1%
COCCNC(=O)c1nn(-c2ccc(C)cc2)c(=O)n(C)c1=O	x	0%	10%	0%	x	-2%	x	x	25%[9.22 µM]
O=C1N=NC(=O)N1c1ccccc1	15%	-6%	0%	-3%	u	0%	9%	2%	0%
CC(C(=O)Nc1cccc([N+](=O)[O-])c1)N1CCN(C/C=C/c2ccccc2)CC1 (centres undefined)	-4%	3.7µM*	10µM*	-28%	1%	-29%	11%	8%	-6%
CN(Cc1ccccc1)C(=O)C1CCN(S(=O)(=O)c2ccc3nc4c(c(C(=O)O)c3c2)CCCC4)CC1	5%	-6%&0%	14%&10%	-1%&-6%	4%	-2%&3%	-2%	-10%	14%&9%
O=C1NCCN/C1=C\C(=O)c1cccc(Br)c1	-4%	6%	7%	-9%	6%	1%	11%	-3%	8%
COc1c2ccoc2nc2c(OC)c(OCC(OC(C)=O)C(C)(C)O)ccc12 (centres undefined)	0%	1%	35%[activator]	-3%	0%	-2%	5%	-3%	-16%
CN(C(=O)COC(=O)c1nc(-c2ccccc2)n(-c2ccccc2)n1)C1CCS(=O)(=O)C1 (centres undefined)	2%	-4%	10%	36%	4%	-3%	-2%	1%	-4%
CCN(C(=S)NC(=O)Cc1ccc(OC)cc1)c1ccccc1	10%	0%	19%	-21%	12%	-4%	43%	3%	-2%
CCC(=O)N1CCc2cc(Br)cc(S(=O)(=O)CCC(=O)Nc3cccc(Cl)c3)c21	x	11%	-10%	-3%	x	7%	x	x	9%
Cc1onc(-c2ccccc2)c1C(=O)OCCOc1ccc([N+](=O)[O-])cc1[N+](=O)[O-]	u	u	u	-10%	-27%	-13%	16%	-2%	13µM*
COc1ccc(NC(=O)/C(=C\c2ccc(OC)c(OC)c2)NC(=O)c2ccco2)cc1	11%	-14%	19%	-14%	25%	-3%	7%	u	14%
COc1ccc(OC)c(NC(=O)Nc2cccc3ccccc23)c1	9%	7.3µM*	5%	0%	2%	-14%	-9%	-2%	-2%
Nc1[nH]c(N=NC(=O)c2ccc(F)cc2)c2ccccc12	-1%	-49%	14%	76%[activator]	0%	u	-25%	-60%[inhibitor]	-9%
CCc1c(C)nc2[nH]ncn2c1=O	7%	-52%	17%	36%[activator]	7%	2%	1%	-1%	18%
COc1ccc2cc(C(=O)N(C)Cc3ccccc3)[nH]c2c1	24%	0%	17%	0%	6%	18%	3%	-5%	-6%
CC(C)(C)c1ccc(CC(=O)N2CCC2(C)C(=O)NS(=O)(=O)c2ccc(F)cc2F)cc1 (centres undefined)	6%	6%	-12%	1%	29%	0%	-8%	x	20%
CCOc1cc(-c2c(C)c(CC)nc(N)c2C#N)ccc1O	u	18µM*	-19%	-26%	-27%	u	10%	17%	-17%
OCCN1CCN(c2ncnc3c2ncn3[C@H]2CN(Cc3cccs3)C[C@@H](CO)O2)CC1	u	7%	-19%	-3%	17%	0%	-1%	x	8%
COc1ccc(-c2cc(C(C)=O)c(C)n2CCC(=O)Nc2ccc(C(F)(F)F)cc2)cc1	x	-10%	-34%	-23%	x	u	x	x	16%

Exported with two lines to a compound: entries from further up.
Values run as follows: HT1080 IDH1KD tx, KB-V1 MDR tox, GLP1R inv ag, GLP1R cytotox, HT1080NT lethal, KB-3-1 tox, GLP-1R agonist, SW480 rereplic, TDP43 rescue
- Nc1[nH]c(N=NC(=O)c2ccc(F)cc2)c2ccccc12
 : -1%, -49%, 14%, 76%[activator], 0%, u, -25%, -60%[inhibitor], -9%
- CCc1c(C)nc2[nH]ncn2c1=O
 : 7%, -52%, 17%, 36%[activator], 7%, 2%, 1%, -1%, 18%
- COc1ccc2cc(C(=O)N(C)Cc3ccccc3)[nH]c2c1
 : 24%, 0%, 17%, 0%, 6%, 18%, 3%, -5%, -6%
- CC(C)(C)c1ccc(CC(=O)N2CCC2(C)C(=O)NS(=O)(=O)c2ccc(F)cc2F)cc1 (centres undefined)
 : 6%, 6%, -12%, 1%, 29%, 0%, -8%, x, 20%

Random draw from the library; 9.4% or so of the library scored in one or more.
